Bioassay records as filed in PubChem.
PMI inhibitors: inhibitors of human PMI, primary screen, biochemical, fluorescence intensity, coupled assay (AID 1209); purified PMI enzyme, coupled fluorescence intensity; higher % means a stronger effect; one-dose inhibition, % at 20 µM; IC50 in µM for titrated hits; 0.42% of 190,000 active; in the data active means inhibition above about 50%;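 further: plate controls were DMSO vehicle for no effect and wells lacking substrate for full effect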
MT stabilizer: microtubule stabilizers in HeLa cells. % tubulin-high responders, % at 10 µM. AID 2205. HeLa tubulin immunostaining HCS, 24 h; share of cells brighter than vehicle mean+2SD. 0.83% of 200,000 active;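 active means plate Z-score above 3 for both tubulin-high and condensed-nucleus cell shares, with cell loss under 80%, at 10 µM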;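 further: anti alpha tubulin signal scored within the nucleus-defined area of each cell; some results filed as inactive read as strong as hits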
Hep lipid drop: modulators of hepatic lipid droplet formation. AID 1656. 0.4% of 240,000 active. inhibition, % at 6.5 µM. AML12 mouse hepatocytes, oleate lipid droplets, BODIPY imaging;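 active means lipid droplet intensity inhibited by at least 50%, with more than 500 cells counted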
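Material – mouse AML12 hepatocyte cell line, fixed after treatment · Compound dosing – one dose, 6.5 µM compound · Times – compound with oleate, overnight · Measured by – Image-based BODIPY and DAPI two-channel analysis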
TNAP activators: human TNAP enzyme activators, primary screen, biochemical, luminescent, no phosphate acceptor, uHTS (AID 1001); purified TNAP, luminescent activation assay, no phosphate acceptor; higher activation fold means a stronger effect; one-dose activation fold at 20 µM; EC50 in µM for titrated hits; 0.03% of 200,000 active; in the data active means activation fold from about 3, or a potency from the dose series; inactive means the rest, 99 in 100 with activation fold below about 1.6; further: many of its hits are not listed in these tables
T cell modulator: modulates CD8 T cell binding to vesicles | 2C CD8+ T cell-vesicle binding, flow cytometry; hits give low values | calls only at 7 µM | 0.068% of 330,000 active | AID 2052;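 active means response, share of CD8 T cells binding vesicles, and their 90th percentile fluorescence all below set limits, cut at about 80% in these data, passing the limit was not always enough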
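Incubation: binding step 1.5 h, 37 °C, antibody labelling 20 min, ice; system: murine 2C transgenic CD8+ T lymphocytes; technique: cytometric PE anti-B7-1 and Alexa647 anti-CD8 signals after 1% paraformaldehyde fixation; also added: QL9-charged Drosophila Ld/ICAM-1/B7-1 vesicles; control set: naked versus QL9-loaded vesicles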
b-catenin transl: beta-catenin nuclear translocation modulation; HeLa beta-catenin nuclear translocation, immunofluorescence imaging; nuclear translocation activity, % at 5 µM; 0.3% of 190,000 active; AID 1665;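 active means nuclear translocation activity above 50% at 5 µM, with a well cell count of 50 or more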;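 further: per-cell ratio of nuclear to cytoplasmic median beta-catenin stain intensity; plate controls were DMSO negative control for no effect and GSK-3 inhibitor IX positive control for full effect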
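Assay system: human HeLa cells, native beta-catenin; doses: 5 µM primary, 0.02–20 µM confirmation; incubation: compound treatment 24 h, 37°C, 5% CO2; technique: fluorescence imaging of beta-catenin antibody stain plus DAPI; measure: % activation, nuclear-to-cytoplasmic median beta-catenin signal ratio per cell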
Insulin prom up: MIN6 insulin promoter up-regulation | AID 1625 | z-score at 5 µM | MIN6 insulin promoter-GFP reporter, high-content imaging; hits give high values | 0.3% of 190,000 active;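 active means z-score above 3 at 5 µM with at least 500 cells counted in the well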
Myeloid diff MLP: compounds promoting myeloid differentiation. ER-HoxA9 myeloid progenitors, lysozyme-GFP differentiation, flow cytometry. calls only at 10 µM. 1% of 360,000 active;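 active means normalized GFP-positive differentiation at or above the plate's own cutoff, the solvent-only control mean plus 3 SD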;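 further: cells exposed to compound for four days before flow analysis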
Dynein cargo inh: dynein cargo transport inhibition. 0.47% of 220,000 active. z-score, hits read low. 3617.4 mouse cells, GR-EGFP nuclear translocation imaging; test concentration mostly 20 µM; stimulated with dexamethasone, 1 µM; hits give low values;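 active means plate z-score of nuclear minus cytoplasmic receptor signal below a set negative limit, without overly bright fluorescence or cell loss, cut at about -3.5 in these data, passing the limit was not always enough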;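 further: z-score of nuclear minus cytoplasmic ring GR-EGFP intensity difference per well; some compounds called inactive have numbers as strong as hits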
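medium = tetracycline-free induction medium containing charcoal-stripped FBS | probe or stimulus = dexamethasone, 1.0 µM final | timing = 48 h induction, then 1 h compound, then 30 min agonist, 37 °C | detection = automated 10x imaging of fixed Hoechst-stained cells | read-out basis = nuclear versus cytoplasmic GR-EGFP signal, averaged per well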
Dynein cargo inh cytoplasmic EGFP: further read-out of Dynein cargo inh, marked with its call; z-score; measured here: cytoplasmic GR-EGFP intensity; hits give high values
Dynein cargo inh nuclear GR-EGFP: further read-out of Dynein cargo inh, marked with its call; z-score; measured here: nuclear GR-EGFP intensity;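 lower value marks the stronger effect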
Dynein cargo inh cell count: recorded beside Dynein cargo inh, whose call it bears; z-score; measured here: cell count per field
Insulin prom up cell count: second read-out of Insulin prom up, no call of its own (marks repeat the call); cell count; measured here: cytotoxicity, nuclei count;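 total cells summed across four imaged fields per well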
Hep lipid drop cells 6.5 µM: further read-out of Hep lipid drop, marked with its call; cell count; measured here: cell count, cytotoxicity flag;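 cells counted across two imaged fields per well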
b-catenin transl cell count 5 µM: second read-out of b-catenin transl, no call of its own (marks repeat the call); cell count; measured here: cell count, cytotoxicity flag
T cell modulator vesicle-bound %: also measured in T cell modulator; calls as there; double positive events, %; measured here: CD8+ vesicle-bound cell fraction;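 binding gate set so that unloaded-vesicle control wells show 10% double positive cells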
MT stabilizer Hoechst-high %: also measured in MT stabilizer; calls as there; % Hoechst-high responders; measured here: nuclear condensation Hoechst responders;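 share of cells brighter than vehicle mean plus two SD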
MT stabilizer cytotoxicity %: recorded beside MT stabilizer, whose call it bears; toxicity, %; measured here: cytotoxicity by cell density;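 0% = mean cell density of plate MIN control wells and 100% = no cells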
Myeloid diff MLP GFP+ MAC1+ %: recorded beside Myeloid diff MLP, whose call it bears; GFP+ MAC1+ double positive, %; measured here: differentiation confirmed by MAC1 staining
* = called active by the depositor; i = inactive; / = not tested or not shown.

SMILES	PMI inhibitors	MT stabilizer	MT stabilizer Hoechst-high %	MT stabilizer cytotoxicity %	Hep lipid drop	Hep lipid drop cells 6.5 µM	TNAP activators	T cell modulator	T cell modulator vesicle-bound %	b-catenin transl	b-catenin transl cell count 5 µM	Insulin prom up	Insulin prom up cell count	Myeloid diff MLP	Myeloid diff MLP GFP+ MAC1+ %	Dynein cargo inh	Dynein cargo inh cytoplasmic EGFP	Dynein cargo inh nuclear GR-EGFP	Dynein cargo inh cell count
CCN(C(=O)CSc1nnnn1C)c1c(N)n(Cc2ccccc2)c(=O)[nH]c1=O	-5%	2.8	1.6	12	-3	696	1.1	i	28	-1.8	1137	-0.44	1612	i	0.1	-1.1	-0.25	-0.48	0.31
Cc1ccccc1N(CC(=O)NC(C)(C)C)C(=O)c1ccc(-c2ccccc2)[nH]1	-4%	5.3	1.7	5.1	-6	696	1	i	63	-4.6	1077	/	/	/	/	-0.71	0.13	-0.51	0.29
CN(Cc1ccccc1)S(=O)(=O)c1ccc(Cl)nc1	2%	2.9	2.3	6.2	/	/	1.1	i	54	/	/	/	/	i	1.1	0.5	0.087	0.15	-0.81
Cc1ccc(-c2csc3ncnc(SCC(=O)Nc4nnc(C)s4)c23)cc1	10%	0.8	2.4	11	-10	582	1.1	i	14	-1.6	1152	-0.01	1963	i	0.6	-0.17	-0.18	-0.55	1
OCC1OC(n2nnc3ccccc32)C(O)C(O)C1O (stereo not drawn)	4%	4.0	1.7	2.9	/	/	1.1	i	51	/	/	0.38	921	i	0.4	3	-0.026	1.8	-2.1
CC1(C)Cc2c(c(-c3ccco3)[nH]c(=O)c2C#N)CO1	-3%	1.6	1.7	8.5	1	739	1.1	i	42	-1.2	1213	0.42	1192	i	1.1	-1.1	-0.26	-0.36	-0.02
COCCCN1C(=O)c2ccc(C(=O)NCc3ccco3)cc2C1=O	2%	4.0	1.8	5.7	/	/	1.1	i	36	-0.4	704	0.55	1125	/	/	1.2	-0.31	0.76	-0.22
COC(=O)c1ccc(-c2sc3nc(N4CCOCC4)c4c(c3c2N)CC(C)(C)OC4)o1	17%	5.0	1.4	1.9	20	757	1.1	i	18	0.6	1010	-0.95	1223	i	0.4	-0.069	-0.1	0.29	0.35
Cc1ccc2cc(CCNC(=O)C(C)C)c(=O)[nH]c2c1C	12%	7.5	2.6	6.5	-14	644	1.1	i	39	0.6	1074	/	/	i	1.3	-0.13	-0.22	0.039	0.037
O=C(COC(=O)C1CCC(=O)N1)Nc1cc(Cl)ccc1Cl (stereo not drawn)	0%	6.1	1.8	6.6	-1	641	1	i	15	0.8	1086	0.09	1505	i	0.4	-0.19	-0.25	-0.093	0.076
CC1(O)N(Cc2ccccc2)C(=O)OC12CCCCC2 (stereo not drawn)	6%	4.5	2.4	8.6	10	679	1	i	21	2.2	1067	-0.6	1915	i	7.0	-0.41	0.0035	0.05	0.45
CCCCn1c(CN(C)Cc2ccccc2)nc2c1c(=O)n(C)c(=O)n2C	1%	2.1	0.4	31	-3	605	1	i	48	-1.1	1082	-3	1017	i	0.9	1.1	-0.27	0.95	-0.48
C=CCn1c(SCC#N)nc2c(c1=O)C(C)(C)Cc1ccccc1-2	19%	1.1	2.6	11	9	719	1	i	37	-1.0	1040	-0.32	1764	i	0.4	-0.61	-0.095	0.039	-0.11
C/C(CC(=O)C(F)(F)F)=N\NC(=O)/C(C#N)=C/N(C)C	1%	6.3	1.1	7.2	13	684	1.1	i	24	-3.2	975	0.19	1620	i	1.4	1.2	0.15	0.43	-0.45
CS(=O)(=O)c1nc(-c2ccc(Br)cc2)n[nH]1	-19%	2.5	2.0	1.5	-2	705	1.1	i	18	-1.5	1097	0.5	1268	i	0.8	0.88	-0.19	0.69	-0.84
CCCN(CCC)CCCNC(=O)c1cc2c(=O)n(C)c3ccccc3c2n1C	4%	1.7	3.8	7.3	/	/	0.8	i	63	-0.1	1176	0.68	705	i	4.9	0.79	0.11	0.82	-1.3
Cc1cccc(OC(=O)Cn2c(C(F)(F)F)nc3ccccc32)c1	15%	2.6	2.0	11	/	/	1	i	40	-1.8	1409	0.39	1491	i	0.7	-0.4	-0.18	0.47	1.1
O=C(CN(Cc1cccs1)C(=O)CNS(=O)(=O)c1ccc(Cl)cc1)NCC1CCCO1 (stereo not drawn)	1%	2.0	1.9	8.5	0	768	1.1	i	22	-0.4	1026	-0.13	1476	i	1.5	1.7	-0.033	1.5	-1.5
CCOC(=O)c1cnn(-c2cc(Oc3ccccc3)ncn2)c1N	-12%	2.0	2.2	7.5	/	/	1.1	i	48	-0.3	1368	-1.5	1602	i	0.8	0.42	-0.15	0.75	0.44
COc1ccc(CCN2C(=O)CC(NNC(=O)c3cccc(O)c3)C2=O)cc1 (stereo not drawn)	6%	2.6	1.3	0.6	3	663	1	i	52	-1.3	1096	0.42	1514	i	2.9	-0.56	-0.25	-0.017	0.14
O=C1CC(Cc2ccc(Cl)cc2)C(=O)N1c1ccccn1 (stereo not drawn)	16%	3.8	2.0	21	-3	772	1.1	i	45	/	/	-0.27	1360	i	0.5	0.47	-0.26	0.24	1.7
Cc1cccc(C(=O)Nc2cc(C)ccc2NC(=O)COc2ccccc2)c1	-6%	1.2	0.9	3.8	/	/	1.1	i	57	-2.2	1410	-0.19	1575	i	0.5	-0.096	-0.21	-0.17	0.1
O=C(Nc1ccc(Cl)cc1)NC1CCCCNC1=O (stereo not drawn)	/	/	/	/	-11	707	/	i	6	1.1	1241	-0.57	1097	i	0.2	-0.69	-0.17	-0.26	0.58
CCN(CC)CCNC(=O)Cn1nc(-c2ccc(C)cc2)ccc1=O	4%	1.6	1.9	6.8	/	/	1	i	6	0.2	1328	-0.4	1527	i	5.1	-0.18	-0.21	-0.063	0.42
O=C(NC1CCCCC1)C(=O)N(Cc1cccnc1)C(C(=O)NCc1ccco1)c1ccccc1 (stereo not drawn)	6%	2.0	0.9	7.7	7	667	1	i	35	1.6	1079	-0.2	1140	/	/	0.12	0.12	-0.23	0.77

As entered above.
CC1(O)N(Cc2ccccc2)C(=O)OC12CCCCC2 (stereo not drawn) in MT stabilizer cytotoxicity % reads 8.6
COCCCN1C(=O)c2ccc(C(=O)NCc3ccco3)cc2C1=O in Dynein cargo inh reads 1.2

Next records follow.
SMILES	PMI inhibitors	MT stabilizer	MT stabilizer Hoechst-high %	MT stabilizer cytotoxicity %	Hep lipid drop	Hep lipid drop cells 6.5 µM	TNAP activators	T cell modulator	T cell modulator vesicle-bound %	b-catenin transl	b-catenin transl cell count 5 µM	Insulin prom up	Insulin prom up cell count	Myeloid diff MLP	Myeloid diff MLP GFP+ MAC1+ %	Dynein cargo inh	Dynein cargo inh cytoplasmic EGFP	Dynein cargo inh nuclear GR-EGFP	Dynein cargo inh cell count
CCNC(=S)N(CCc1c(C)[nH]c2ccc(C)cc12)Cc1cccs1	22%	3.1	2.6	9.0	-22	752	1.1	i	21	-1.9	1132	-0.05	1085	i	0.9	-1.5	-0.18	-0.97	-0.3
Cc1cc(C)nc(N/N=C/C2=C(O)CC(c3ccc(F)cc3)CC2=O)n1 (stereo not drawn)	/	/	/	/	-55	530	/	i	40	2.8	1316	/	/	i	0.3	-0.75	-0.046	-0.046	0.94
CC1(c2ccc(Cl)cc2)NC(=O)N(CC(=O)N2CCCC2)C1=O (stereo not drawn)	-9%	2.2	1.3	1.8	/	/	1.1	i	39	-5.0	864	0.23	1214	i	7.7	0.17	-0.21	0.25	0.025
CCOC(=O)c1cccc(NC(=O)Cn2c(CC(=O)N3CCCC3)nc3ccccc32)c1	7%	1.3	1.5	3.3	-5	710	1.1	/	/	-6.7	1253	0.96	1275	/	/	0.12	-0.18	0.06	0.3
CC(C)CNC(=O)c1cc2nc(C3CC3)cc(C(F)(F)F)n2n1	/	1.5	2.6	23	/	/	/	i	28	/	/	/	/	i	0.8	0.86	-0.27	0.47	0.19
CC(c1nnc(SCC(=O)Nc2cccnc2Cl)n1Cc1ccccc1)N(C)C (stereo not drawn)	-3%	1.4	1.3	3.1	3	616	1.1	i	56	0.5	1515	/	/	i	0.9	0.52	-0.3	0.29	-0.095
O=C(NCc1ccco1)c1cc([N+](=O)[O-])cc([N+](=O)[O-])c1	13%	2.2	2.1	8.7	-1	632	1.2	i	53	0.9	903	0.47	2109	i	1.7	-0.37	-0.22	-0.47	0.0017
Cc1ccc(C)n1C(CC(=O)O)c1ccc(C#N)cc1 (stereo not drawn)	-2%	2.2	2.5	8.1	-2	728	1.2	i	56	0.4	993	0.17	1436	i	0.1	-0.84	-0.24	-0.31	0.65
O=C(COC(=O)c1cccc(S(=O)(=O)NCc2ccccc2)c1)c1ccccc1	-1%	2.4	2.6	7.5	-7	633	1	i	57	-2.3	499	0.59	1231	i	1.6	-0.77	-0.31	-0.76	0.74
COc1ccc(CCN2CNc3c(c(=O)n(C)c(=O)n3C)C2)cc1	-6%	2.6	2.6	6.0	/	/	1.1	i	13	-8.1	894	-0.37	1448	i	0.6	0.27	-0.24	0.78	0.1
